High-throughput results: PubChem BioAssay, several laboratories
TcdB GH inh = TcdB glycohydrolase inhibitors, primary screen, biochemical, single point, plate reader; Toxin B (Clostridioides difficile), P18177; AID 652162, 2013; 350,000 compounds, 0.24% hits; inhibition, % at 9.99 µM; TcdB glycohydrolase enzymatic assay; in the data active = inhibition above about 10%
Target sequence (P18177 whole entry, looked up): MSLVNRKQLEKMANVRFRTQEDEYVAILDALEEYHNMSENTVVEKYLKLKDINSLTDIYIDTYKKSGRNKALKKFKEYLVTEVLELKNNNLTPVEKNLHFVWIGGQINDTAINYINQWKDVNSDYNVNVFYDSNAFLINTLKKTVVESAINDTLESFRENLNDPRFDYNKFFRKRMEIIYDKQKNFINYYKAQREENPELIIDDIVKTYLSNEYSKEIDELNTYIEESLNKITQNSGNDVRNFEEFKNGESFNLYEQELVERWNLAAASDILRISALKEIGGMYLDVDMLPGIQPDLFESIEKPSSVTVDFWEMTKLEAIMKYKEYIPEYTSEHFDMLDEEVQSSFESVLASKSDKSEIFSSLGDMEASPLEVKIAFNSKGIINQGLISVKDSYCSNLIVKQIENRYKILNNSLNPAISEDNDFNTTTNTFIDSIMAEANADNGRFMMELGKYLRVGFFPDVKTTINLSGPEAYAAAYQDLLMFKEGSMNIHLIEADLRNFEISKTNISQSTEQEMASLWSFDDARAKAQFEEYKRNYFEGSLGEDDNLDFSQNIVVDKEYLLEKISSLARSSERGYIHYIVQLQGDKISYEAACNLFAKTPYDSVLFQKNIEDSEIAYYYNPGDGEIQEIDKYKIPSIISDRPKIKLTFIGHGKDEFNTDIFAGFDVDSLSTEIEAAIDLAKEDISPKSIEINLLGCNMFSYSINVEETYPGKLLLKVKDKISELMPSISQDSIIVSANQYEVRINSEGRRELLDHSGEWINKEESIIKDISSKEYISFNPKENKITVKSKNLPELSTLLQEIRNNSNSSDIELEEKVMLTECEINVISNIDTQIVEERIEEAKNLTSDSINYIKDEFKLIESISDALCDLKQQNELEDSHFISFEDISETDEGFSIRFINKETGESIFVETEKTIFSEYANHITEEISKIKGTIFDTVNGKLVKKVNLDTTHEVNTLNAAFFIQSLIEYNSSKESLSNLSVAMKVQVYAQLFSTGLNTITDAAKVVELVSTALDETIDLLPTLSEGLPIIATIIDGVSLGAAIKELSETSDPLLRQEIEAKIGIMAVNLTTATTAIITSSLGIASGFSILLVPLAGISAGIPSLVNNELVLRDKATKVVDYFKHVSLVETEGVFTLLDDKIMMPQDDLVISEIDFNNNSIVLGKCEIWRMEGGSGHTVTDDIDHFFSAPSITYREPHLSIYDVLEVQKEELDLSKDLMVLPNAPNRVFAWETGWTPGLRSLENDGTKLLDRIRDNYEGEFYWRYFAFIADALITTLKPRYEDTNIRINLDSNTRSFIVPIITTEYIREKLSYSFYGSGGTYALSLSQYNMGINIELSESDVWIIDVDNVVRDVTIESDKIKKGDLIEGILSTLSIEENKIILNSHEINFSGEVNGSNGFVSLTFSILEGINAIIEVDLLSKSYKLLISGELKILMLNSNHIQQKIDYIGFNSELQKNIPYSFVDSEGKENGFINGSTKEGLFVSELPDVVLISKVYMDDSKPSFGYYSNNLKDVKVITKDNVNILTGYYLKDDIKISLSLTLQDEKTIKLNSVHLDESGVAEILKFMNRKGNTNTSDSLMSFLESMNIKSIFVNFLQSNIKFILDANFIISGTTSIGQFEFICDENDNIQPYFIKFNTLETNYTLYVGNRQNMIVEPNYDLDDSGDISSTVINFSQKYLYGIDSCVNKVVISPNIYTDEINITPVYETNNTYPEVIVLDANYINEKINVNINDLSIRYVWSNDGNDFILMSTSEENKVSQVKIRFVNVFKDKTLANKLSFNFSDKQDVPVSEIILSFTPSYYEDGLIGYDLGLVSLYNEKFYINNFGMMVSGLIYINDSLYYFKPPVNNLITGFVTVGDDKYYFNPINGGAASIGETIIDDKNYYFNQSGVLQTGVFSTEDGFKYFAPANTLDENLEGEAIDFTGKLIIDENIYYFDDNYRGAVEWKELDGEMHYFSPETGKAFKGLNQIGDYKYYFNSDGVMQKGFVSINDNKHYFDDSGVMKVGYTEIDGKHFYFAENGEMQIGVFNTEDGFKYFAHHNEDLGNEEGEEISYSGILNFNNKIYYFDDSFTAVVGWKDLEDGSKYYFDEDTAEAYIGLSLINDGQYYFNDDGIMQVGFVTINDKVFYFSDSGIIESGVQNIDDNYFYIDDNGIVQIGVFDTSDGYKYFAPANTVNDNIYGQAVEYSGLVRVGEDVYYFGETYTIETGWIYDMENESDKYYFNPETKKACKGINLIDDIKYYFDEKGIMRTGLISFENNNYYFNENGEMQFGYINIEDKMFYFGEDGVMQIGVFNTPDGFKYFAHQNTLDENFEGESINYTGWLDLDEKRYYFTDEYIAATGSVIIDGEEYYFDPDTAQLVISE
CCHF vOTU inh = CCHFV vOTU protease inhibitors, primary screen, biochemical, Pep-AMC substrate, fluorescence. Crimean-Congo hemorrhagic fever virus L polyprotein viral ovarian tumor (vOTU) protease …. inhibition, % at 11.5 µM. 370,000 compounds, 0.55% hits; in the data active = inhibition above about 30%; also: 0% = vehicle wells with enzyme and 100% = no enzyme wells
PriA SSB inh = inhibitors of Klebsiella pneumoniae PriA binding to SSB C-terminal tail, primary screen, biochemical, AlphaScreen; AID 1272365, 2023; inhibition, % at 33 µM; 430,000 compounds, 0.6% hits; AlphaScreen SSBct-PriA binding, biotinylated peptide; in the data active = inhibition mostly above about 37%, no sharp cut-off; inactive = mostly below about 20%;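 also: plate controls were negative control peptide for no effect and reference peptide for full effect; strong numbers were not always called active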
Y pestis TopoI = Yersinia pestis topoisomerase I inhibitors, primary screen, biochemical, cleavage product accumulation, plate reader, single point; AID 504884, 2011; 360,000 compounds, 0.064% hits; Y. pestis Topo-I cleavage product accumulation; DNA topoisomerase I (Yersinia pestis CO92); activity, % at 10 µM; in the data active = activity above about 50%, passing the limit was not always enough; also: inactives centre near 2
Rv3671c protease = Rv3671c serine protease inhibitors, primary screen, biochemical, fluorescence polarization, M. tuberculosis H37Rv; P9WHR9; inhibition, % at 5.96 µM; 320,000 compounds, 0.048% hits; AID 2606, 2010; in the data active = inhibition above about 38%;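 also: extracellular domain of Rv3671c used as enzyme; 0% = enzyme with DMSO and 100% = no enzyme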
BH1578 lux ind = inducers of Vibrio cholerae quorum light production without autoinducers, primary screen, BH1578 luxS cqsA deficient, single point. V. cholerae BH1578 lux reporter, luminescence, 6 h. activation, % at 18.7 µM. 350,000 compounds, 0.16% hits. AID 588436, 2011; in the data active = activation mostly above about 9.7%, no sharp cut-off; also: not every result past the cut was called active; inactives centre near 0; reference of the scale not given here
PrPC TRFRET = inhibitors of human cell surface prion protein PrPC, primary screen, cell-based, TR-FRET. Major prion protein (Homo sapiens), P04156. TR-FRET read-out. inhibition, % at 13.8 µM. 370,000 compounds, 0.43% hits. AID 720596, 2013; in the data active = inhibition above about 24%; also: 0% = median of the test wells and 100% = reference compound wells
SARS 3CLpro inh = SARS-CoV 3CLpro protease inhibitors, primary screen, biochemical, quenched FRET | Replicase polyprotein 1ab (Severe acute respiratory syndrome coronavirus), P0C6X7 | recombinant SARS-CoV 3CLpro, quenched FRET peptide cleavage | inhibition, % at 6 µM | 290,000 compounds, 0.14% hits | AID 1706, 2009; in the data active = inhibition above about 12%
VHR inh abs = VHR1 phosphatase inhibitors, primary screen, biochemical, absorbance, uHTS. inhibition, % at 13.3 µM. Dual specificity protein phosphatase 3 (Homo sapiens), P51452. AID 1654, 2009. 290,000 compounds, 0.52% hits. recombinant VHR phosphatase, pNPP absorbance; in the data active = inhibition above about 50%; also: some compounds called inactive have numbers as strong as hits
MazEF act = activators of E. coli MazEF toxin-antitoxin RNase, primary screen, biochemical, fluorescence, uHTS; Endoribonuclease toxin MazF (Escherichia coli (strain K12)), P0AE70; 350,000 compounds, 0.32% hits; FAM/BHQ RNA-DNA oligo cleavage fluorescence, 5 h; activation, % at 20 µM; in the data active = activation above about 50%
Starred values were filed as active, the others as inactive; i = inactive; . = not tested or not shown; & = joins results of further samples.

SMILES	TcdB GH inh	CCHF vOTU inh	PriA SSB inh	Y pestis TopoI	Rv3671c protease	BH1578 lux ind	PrPC TRFRET	SARS 3CLpro inh	VHR inh abs	MazEF act
O=S(=O)(NCCCN1CCOCC1)c1ccc(Cl)s1	-0.4	-2	-4	-1	-7	-0.6	5	4	-3	7
COc1nc(N)c(S(=O)(=O)c2ccccc2C)cc1C#N	.	5	-16	2	0	-0.2	10	-3	2	-14
Cc1ccsc1C(=O)Nc1ccccc1N1CCOCC1	.	0	-16	8	0	i	-4	-4	40	4
Cc1c(C)c(C)c(S(=O)(=O)NCCC(=O)N2CCN(Cc3ccc(C#N)cc3)CC2)c(C)c1C	0.7	-4	-15	26	-6	-2.5	0	.	.	2
O=c1c([N+](=O)[O-])cccn1Cc1ccc(F)cc1Cl	38*	0	-1	2	5	-0.3	-16	-1	9	2
CCOC(=O)N1CCN(C(=O)C(=O)N/N=C/c2ccc(OC)cc2OC)CC1	0.3	9	i	1	3	-0.7	-6	-4	14	2
Cc1cccc2cc(CN(CC(C)C)S(=O)(=O)c3ccccc3)c(=O)[nH]c12	0.8	-3	0	5	-10	-0.2	3	4	10	6
O=S1(=O)CCN(CCCCc2ccccc2)CC1	1.1	-14	.	13	.	5.0	-6	.	.	4
CC(=O)Nc1ccc(S(=O)(=O)NC(C)C(=O)OCC(=O)NC2CCCC2)cc1 (stereo not given)	0.7	-10	-6	3	-5	-0.4	-2	0	-4	2
O=C1CCCN1CCC1CCCCN1Cc1nc(-c2cnccn2)no1 (stereo not given)	-0.4	6	-11	-10	-8	i	6	3	14	-11
COC(=O)c1ccccc1NC(=O)C1CCN(C(=O)Cc2ccccc2)CC1	-0.6	11	-7	7	6	0.3	-6	-6	5	1
CCCN(C(=O)COC(=O)CSc1ccc([N+](=O)[O-])cc1)C1CCS(=O)(=O)C1 (stereo not given)	0.5	3	-1	5	1	-0.8	-12	.	.	1

An excerpt from above in order of molar mass, rising:
SMILES	TcdB GH inh	CCHF vOTU inh	PriA SSB inh	Y pestis TopoI	Rv3671c protease	BH1578 lux ind	PrPC TRFRET	SARS 3CLpro inh	VHR inh abs	MazEF act
O=S1(=O)CCN(CCCCc2ccccc2)CC1	1.1	-14	.	13	.	5.0	-6	.	.	4
O=c1c([N+](=O)[O-])cccn1Cc1ccc(F)cc1Cl	38*	0	-1	2	5	-0.3	-16	-1	9	2
Cc1ccsc1C(=O)Nc1ccccc1N1CCOCC1	.	0	-16	8	0	i	-4	-4	40	4
COc1nc(N)c(S(=O)(=O)c2ccccc2C)cc1C#N	.	5	-16	2	0	-0.2	10	-3	2	-14
O=S(=O)(NCCCN1CCOCC1)c1ccc(Cl)s1	-0.4	-2	-4	-1	-7	-0.6	5	4	-3	7
COC(=O)c1ccccc1NC(=O)C1CCN(C(=O)Cc2ccccc2)CC1	-0.6	11	-7	7	6	0.3	-6	-6	5	1
Cc1cccc2cc(CN(CC(C)C)S(=O)(=O)c3ccccc3)c(=O)[nH]c12	0.8	-3	0	5	-10	-0.2	3	4	10	6
CCOC(=O)N1CCN(C(=O)C(=O)N/N=C/c2ccc(OC)cc2OC)CC1	0.3	9	i	1	3	-0.7	-6	-4	14	2
CC(=O)Nc1ccc(S(=O)(=O)NC(C)C(=O)OCC(=O)NC2CCCC2)cc1 (stereo not given)	0.7	-10	-6	3	-5	-0.4	-2	0	-4	2
CCCN(C(=O)COC(=O)CSc1ccc([N+](=O)[O-])cc1)C1CCS(=O)(=O)C1 (stereo not given)	0.5	3	-1	5	1	-0.8	-12	.	.	1
Cc1c(C)c(C)c(S(=O)(=O)NCCC(=O)N2CCN(Cc3ccc(C#N)cc3)CC2)c(C)c1C	0.7	-4	-15	26	-6	-2.5	0	.	.	2

(more compounds)
SMILES	TcdB GH inh	CCHF vOTU inh	PriA SSB inh	Y pestis TopoI	Rv3671c protease	BH1578 lux ind	PrPC TRFRET	SARS 3CLpro inh	VHR inh abs	MazEF act
COc1ccccc1OCC(=O)NNC(=O)c1ccc(F)c(S(=O)(=O)N2CCOCC2)c1	0.9	-15	-21	-2	1	-0.9	2	.	.	-10
CCCCNC(=O)c1ccc2nc(CC)c(N(CC)CCN(C)C)n2c1	0.8	3	.	-4	.	-0.1	1	.	.	.
C/C(=N/NC(=O)CN1CCN(S(=O)(=O)c2ccc(Br)cc2)CC1)c1ccco1	.	-2	.	18	0	-0.3	-7	-1	-2	-4
COc1cc(CN2C[C@@H](CO)O[C@@H](n3cnc4c(N5CCCC5)ncnc43)C2)cc(OC)c1OC	0.2	-1	.	2	.	0.7	-3	.	.	.
O=C(NCCN1CCOCC1)c1cccc(S(=O)(=O)N2CCCCCC2)c1	.	-4	1&-8&-9	-1	2	-0.3	4	-5	3	-2
Clc1ccc(Cn2ncc3c(N4CCCC4)ncnc32)cc1	.	15	-7	12	-8	i	0	-6	1	1
CC1CCN(CC(C)OC(=O)c2ccc3c(c2)OCCO3)CC1 (stereo not given)	-0.1	5	-5	0	1	i	-5	-3	-12	-2
OC(C[n+]1ccccc1)c1ccccc1 (stereo not given)	1.2	-4	-7	0	10	0.5	4	1	1	4
O=C(Cc1ccc(F)cc1)Nc1nnc(-c2ccc(F)cc2)o1	-0.5	-7	-11	-5	-11	i	5	0	-4	11
Cc1nc(CCNC(=O)C2CCC(=O)N(Cc3ccc(Cl)cc3)C2)sc1C (stereo not given)	1.2	-5	2	12	.	0.0	-4	-2	-6	7
C=CCOc1ccnc(-c2ccccc2)n1	-5.4	3	-15	8	.	-1.0	6	-2	3	3
CC1CCN(C(=O)Cn2c(=O)n(Cc3ccc4c(c3)OCO4)c(=O)c3ccccc32)CC1	.	-8	-8	23	2	i	0	-1	-4	-11
Cc1cc(/C=C2\SC(=S)NC2=O)c(C)n1C1CC1	.	20	0	4	-13	-7.1	-8	1	-18	-6
CCNc1c(NC(=O)C2CCC(C)CC2)c(=O)oc2ccccc12 (stereo not given)	0.7	-13	-7	3	2	-0.3	-1	-3	31	14
O=C(CN1CCCC1c1ccc2c(c1)OCCO2)NC(=O)Nc1ccccc1F (stereo not given)	-0.3	2	-5	9	.	-0.6	-10	.	.	-10
CCOC(=O)c1sc(NC(=O)Nc2ccc(F)cc2)nc1C	-0.7	-15	1	-2	-12	-0.3	-1	0	7	-24
CCCCn1c(N)c(N(CCOC)C(=O)c2oc3ccc(OC)cc3c2C)c(=O)[nH]c1=O	-0.1	-9	1	3	-10	i	0	0	1	5
CC(C)c1cc(C(=O)NC2CCCc3c2cnn3-c2ccccc2F)no1 (stereo not given)	0.4	10	-8	29	6	0.0	1	-6	7	-2
O=C(NCc1ccc2c(c1)OCO2)C(=O)NCC1OCCN1S(=O)(=O)c1ccc(Br)cc1 (stereo not given)	1.5	13	-2	20	-5	i	10	4	15	-13
N#CC1CC(c2ccc([N+](=O)[O-])cc2)=NN1c1ccc([N+](=O)[O-])cc1 (stereo not given)	0.2	14	-15	-7	5	-0.6	-2	-3	18	563*
CC1CCCCC1NC(=S)NC(=O)c1cccs1 (stereo not given)	2.2	1	9	20	-1	i	12	5	11	0
O=S(=O)(NCCc1ccc2c(c1)OCCO2)c1cccs1	.	-6	-4	6	0	-0.3	6	0	7	2
CCC(Sc1nc2ccc(C)cc2[nH]1)C(=O)O (stereo not given)	0.5	3	-10	-3	8	i	4	4	17	-7
O=C(C1CC=CCC1)N1CCC(CO)(Cc2ccc(Cl)cc2)CC1 (stereo not given)	0.2	12	1	33	-13	i	7	2	13	2
CCCCN(C)CCNC(=O)c1cc2c(=O)[nH]c3ccccc3c2n1C	-0.8	16	15	5	-17	-1.1	-11	-10	-5	5
O=C(NCCN1CCCCC1)/C(=C/c1ccco1)NC(=O)c1ccccc1	0.4	0	-5	-6	7	-0.5	-2	8	18	-6
C=CCC1[C@H](C)[C@H]2[C@@H]3CC[C@@H](C3)[C@H]2CN1S(=O)(=O)c1ccc(C)cc1 (stereo not given in full)	1.7	12	-25	39	.	i	5	.	.	5
COc1cccc(S(=O)(=O)Nc2ccc(C(=O)N3CCCCCC3)cc2)c1	-0.3	-11	5	-9	1	-0.2	5	2	-4	7
O=CN1N=C(c2ccccc2)CC1c1ccccc1[N+](=O)[O-] (stereo not given)	1.8	-3	-9	7	-12	-0.3	5	-1	-1	3
CCOc1ccccc1NC(=S)NCC1CCCO1 (stereo not given)	0.7	-13	-4	3	3	-0.3	0	-4	-10	2
Cc1cc(C(=O)N2CCN(c3ccccc3Cl)CC2)c(C)o1	0.0	-2	-7	9	2	-0.4	2	.	.	-16
O=C(NCC1CCCO1)c1cc2c(=O)[nH]c3ccccc3c2s1 (stereo not given)	1.2	-38	-4	-1	-2	-0.5	1	3	-6	-2
O=S(=O)(Cc1ccc(Cl)cc1)NCc1cccnc1	0.2	1	2	4	9	-0.4	-2	-4	22	2
COc1ccccc1C(=O)O[C@H]1[C@H](Cc2ccccc2)NS(=O)(=O)[C@H]2C[C@@H]3C=C[C@]12O3	-1.1	-1	9	-1	-18	i	-6	.	.	-1
O=C(c1ccc(S(=O)(=O)N2CCC(c3nc4ccccc4s3)CC2)cc1)N1CCCCC1	0.0	-15	3	0	.	i	3	1	.	-4
O=C1CC(C2CCCO2)C(=O)N1c1ccc(Cl)c(Cl)c1 (stereo not given)	2.9	-4	-1	-10	-3	-0.1	-5	-3	15	5
O=C(CSc1nnc(CNC(=O)c2ccco2)o1)Nc1ccc(Cl)cc1	2.4	28	4	-2	-9	-0.9	-2	-3	-15	5
COc1ccc(S(=O)(=O)N2CN3CCN(C3)C2)cc1	1.7	-11	-5	-11	-4	-0.7	-5	-4	7	-26
CCOC(=O)[C@H]1[C@H]2COc3cc(OC)ccc3[C@@H]2N2C(=O)c3cc(OC)ccc3NC(=O)[C@@]12C	1.3	4	-6	12	-5	-0.9	2	.	.	1
Cc1ccc(C(C)C)cc1OCC(=O)Nc1ccccc1N1CCCC1	0.0	4	-16	30	-7	-0.3	-3	0	-3	0
CCOc1ccc(NS(=O)(=O)c2ccc(-c3ccc(=O)[nH]n3)o2)cc1	1.3	10	4	2	9	i	-7	2	-26	-2
CN(Cc1cnn(C)c1)Cc1nc(-c2ccc(Cl)cc2)no1	0.1	-13	-5	3	8	i	0	4	5	5
CC(C)(C)NC(=O)COc1ccc(S(=O)(=O)N2CCCC2)cc1	1.2	3	-5	2	-4	i	-3	-6	14	2
Cc1ccccc1C(=O)NC(=S)Nc1cccc(NC(=O)C(C)C)c1	0.0	9	-8	6	4	-5.6	1	1	13	1

The list is partial (hit frequency here may not be typical).
